Assay outcomes as filed in PubChem.
AmpC inh detg: AmpC beta-lactamase inhibition with detergent present. 0.041% of 370,000 active. Potency, µM (top dose mostly 114 µM), without a hit: top-dose activity change, negative = inhibition, actives largely listed as inhibitors. AmpC hydrolysis of nitrocefin, absorbance 480 nm, 0.01% Triton. P00811;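 also: potency is read from the fitted curve at half-maximal effect; 0% = no-compound wells and -100% = no-enzyme wells; nearly all actives have a fitted effect of over 25% in size; some results filed as inactive show a strong effect at the top dose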
Target sequence (P00811 whole entry, looked up): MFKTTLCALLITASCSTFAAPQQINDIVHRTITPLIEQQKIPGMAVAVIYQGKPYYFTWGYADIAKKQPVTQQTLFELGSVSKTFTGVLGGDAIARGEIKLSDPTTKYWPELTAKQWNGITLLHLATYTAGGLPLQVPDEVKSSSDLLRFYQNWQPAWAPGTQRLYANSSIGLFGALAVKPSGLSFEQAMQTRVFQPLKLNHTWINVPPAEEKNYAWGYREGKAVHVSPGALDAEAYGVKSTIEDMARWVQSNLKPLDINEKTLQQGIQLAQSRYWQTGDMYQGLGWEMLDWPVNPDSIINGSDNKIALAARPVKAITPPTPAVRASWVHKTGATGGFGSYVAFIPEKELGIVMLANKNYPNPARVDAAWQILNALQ
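20 mM phosphate pH 7.0 + 0.01% (detergent screen) or 0.0001% Triton X-100; 5.3 nM AmpC reagent; cpd preinc 15 min RT; nitrocefin (800 uM stock) to start; A480 q20 s × 4 min; Activity was normalised to no-enzyme and no-compound control wells.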
AMA1 RON2 block: disrupts binding of P. falciparum AMA1 to RON2 | 0.2% of 360,000 active | AlphaScreen AMA1-biotinylated RON2 peptide binding | AID 720542 | Potency, µM (series often up to 58.2 µM), inactives show top-dose activity change, negative = inhibition, actives largely listed as inhibitors;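 also: potency is read from the fitted curve at half-maximal effect; 0% = vehicle wells and -100% = peptide control; nearly all actives have a fitted effect of over 45% in size; some results filed as inactive show a strong effect at the top dose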
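AMA1 (3D7) with his tag at 25 nM final met compounds first, then biotinylated RON2 peptide at 25 nM; detection used donor plus acceptor beads, 10 µg/mL apiece, read by AlphaScreen after 30 min at room temperature.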
TbPYK inhibitor: T. brucei pyruvate kinase inhibition. Potency, µM (series often up to 76.8 µM), without a hit: at the top dose activity, negative = inhibition, most hits filed as inhibitors. 0.12% of 410,000 active. Q57TT1. TbPYK enzyme, Kinase-Glo Plus ATP luminescence, 45 min; also: potency is read from the fitted curve at half-maximal effect; nearly all actives have a fitted effect of over 50% in size
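Luminescence from Kinase-Glo Plus, added after a 45-minute room-temperature reaction, served as the end-point read-out. The enzyme and substrate were preincubated with compound before ADP (130 uM final) initiated turnover. Concentration-effect curves came from normalized qHTS data.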
LmPK inh: blocks Leishmania mexicana pyruvate kinase activity; Q27686; 0.37% of 290,000 active; Potency, µM (top dose mostly 57.5 µM), inactives show top-dose activity change, negative = inhibition, most hits filed as inhibitors; AID 1721; purified LmPK, Kinase-Glo ATP luminescence, 1 h; also: potency is read from the fitted curve at half-maximal effect
Target sequence (Q27686 whole entry, looked up): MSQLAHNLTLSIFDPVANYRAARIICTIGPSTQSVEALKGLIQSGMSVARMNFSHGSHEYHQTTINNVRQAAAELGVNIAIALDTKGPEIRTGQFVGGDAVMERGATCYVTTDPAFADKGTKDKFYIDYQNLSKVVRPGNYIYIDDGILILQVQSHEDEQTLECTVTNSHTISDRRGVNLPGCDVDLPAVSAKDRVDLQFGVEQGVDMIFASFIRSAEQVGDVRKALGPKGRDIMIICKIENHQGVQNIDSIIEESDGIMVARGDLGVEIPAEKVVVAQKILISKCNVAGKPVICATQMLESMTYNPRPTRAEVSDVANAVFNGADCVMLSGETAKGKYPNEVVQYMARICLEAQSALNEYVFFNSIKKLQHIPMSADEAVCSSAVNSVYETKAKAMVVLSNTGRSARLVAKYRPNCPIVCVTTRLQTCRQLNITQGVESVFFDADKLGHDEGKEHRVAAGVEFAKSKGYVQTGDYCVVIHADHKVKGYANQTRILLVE
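qHTS format; LmPK 0.1 nM; substrates PEP 0.5 mM and ADP 0.1 mM. One-hour room-temperature incubation, then coupled luciferase luminescence; 0.5 nM enzyme wells mark activation.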
Sm TGR inh: blocks Schistosoma mansoni thioredoxin glutathione reductase | Q962Y6 | purified TGR, DTNB reduction, TNB absorbance 405 nm | Potency, µM (doses to about 114 µM), for the others: top-dose activity change, negative = inhibition, actives largely listed as inhibitors | 3% of 360,000 active | AID 485364; also: potency is read from the fitted curve at half-maximal effect; nearly all actives have a fitted effect of over 60% in size
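TGR 20 nM + NADPH 100 uM (dispensed conc.), cpd preinc 15 min RT; start with NADPH (500 uM addition) then DTNB (15 mM addition). Kinetic TNB absorbance, 405 nm filter. Four-parameter Hill fit across titration.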
AmpC inh no detg: inhibitors of E. coli AmpC beta-lactamase without detergent. Potency, µM (doses to about 57.1 µM), for the others: at the highest dose activity change, negative = inhibition, actives largely listed as inhibitors. AmpC nitrocefin hydrolysis, absorbance 480 nm, 0.0001% Triton. P00811. 0.52% of 330,000 active;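 also: potency is read from the fitted curve at half-maximal effect; plate controls were no compound for no effect and no enzyme for full effect; nearly all actives have a fitted effect of over 20% in size; some results filed as inactive show a strong effect at the top dose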
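20 mM phosphate pH 7.0 + 0.01% (detergent screen) or 0.0001% Triton X-100; 5.3 nM AmpC reagent; cpd preinc 15 min RT; nitrocefin (800 uM stock) to start; A480 q20 s × 4 min; Activity was normalised to no-enzyme and no-compound control wells.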
HCMV antiviral: inhibitors of human cytomegalovirus; HFF cells, HCMV-luciferase reporter, 72 h; hits give low values; activity change, negative = inhibition, % at 57.5 µM; 4.5% of 410,000 active; in the data active = activity change below about -60%; inconclusive = no clear call, values can overlap the other calls; inactive = above about -39%
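Screen run at 2 compound doses on HFFs infected with reporter HCMV, MOI 1 PFU/cell. Luciferase activity from cell lysates at 72 h post infection gave inhibition relative to buffer-only and Salinomycin wells.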
Active calls of the source: *; [ ] = another dose, or the depositor's remark. Unless noted, calls follow the shape of the dose curve; as a rule, active = well fitted curve in the direction sought with a large enough effect; inconclusive = small, poorly fitted or top-dose-only effect, or another doubt; inactive = no such curve, though single readings can be large; an effect the other way counts as inactive or inconclusive. Unless noted, % is scaled to controls: 0 for no effect and ±100 for the full control effect.

What do the screens show for `CCCCN(C(=O)c1ccc(-c2ccc([N+](=O)[O-])cc2)o1)c1c(N)n(CC(C)C)c(=O)[nH]c1=O`?
AmpC inh detg: -11%; AMA1 RON2 block: 0%; TbPYK inhibitor: 0%; Sm TGR inh: -2%; AmpC inh no detg: -24%; HCMV antiviral: -19

How did O=C(CSc1nc2ccsc2c(=O)n1Cc1ccc(C(=O)O)cc1)NCc1ccco1 do in these assays?
AmpC inh detg: inconclusive; AMA1 RON2 block: 3%; TbPYK inhibitor: -2%; LmPK inh: 8%; Sm TGR inh: inconclusive; AmpC inh no detg: -14%; HCMV antiviral: -26

How did O=C(CCCn1cc([N+](=O)[O-])cn1)Nc1ccc2c(c1)OCO2 do in these assays?
AmpC inh detg: -7%; AMA1 RON2 block: -9%; TbPYK inhibitor: 2%; LmPK inh: 11%; Sm TGR inh: -8%; AmpC inh no detg: -15%; HCMV antiviral: -14

Results for O=C(Nc1ccccc1)c1c(O)[nH]c(=S)[nH]c1=O ?
AMA1 RON2 block: 46%[activator]; TbPYK inhibitor: -15%; HCMV antiviral: 31

How did Cc1ccc2[nH]c(=O)cc(C(=O)OC(C)C)c2c1 do in these assays?
AmpC inh detg: -8%; AMA1 RON2 block: -15%; TbPYK inhibitor: -2%; LmPK inh: 3%; AmpC inh no detg: -7%; HCMV antiviral: 2

What do the screens show for `C=CCN(Cc1nc(-c2cc(OC)ccc2OC)oc1C)C1CCS(=O)(=O)C1` (stereo not given)?
AmpC inh detg: 1%; AMA1 RON2 block: -14%; TbPYK inhibitor: -5%; LmPK inh: 6%; Sm TGR inh: 7%; AmpC inh no detg: -17%; HCMV antiviral: 77

How did O=C(O)c1cc(S(=O)(=O)N2CCCCC2)ccc1N1CCCCC1 do in these assays?
AmpC inh detg: inconclusive; AMA1 RON2 block: -3%; TbPYK inhibitor: 2%; Sm TGR inh: 4%; AmpC inh no detg: -18%; HCMV antiviral: -1

How did CC(=O)Nc1ccc(CNc2nc3cc(-c4cccc(C(F)(F)F)c4)sc3c(=O)n2C)cc1 do in these assays?
AMA1 RON2 block: -3%; TbPYK inhibitor: 1%; HCMV antiviral: inconclusive

How did O=C(Nc1cc(S(=O)(=O)N2CCCCC2)ccc1O)c1ccccc1NS(=O)(=O)c1ccc(F)c(F)c1 do in these assays?
AmpC inh detg: 2%; AMA1 RON2 block: 57%[activator]; TbPYK inhibitor: -15%; LmPK inh: 6%; Sm TGR inh: 6%; AmpC inh no detg: -26%; HCMV antiviral: -15

Results for Cc1ccc(C)c(N2CCN(C(=O)c3ccc4[nH]c(C)c(C)c4c3)CC2)c1 ?
AmpC inh detg: -2%; TbPYK inhibitor: -3%[15.4 µM]; Sm TGR inh: -13%; HCMV antiviral: 0

How did CCN(c1ccccc1)S(=O)(=O)c1nnc(NC(=O)c2ccccc2)s1 do in these assays?
AmpC inh detg: 2%; TbPYK inhibitor: -4%; Sm TGR inh: -5%; HCMV antiviral: -22

What do the screens show for `CNc1ccc(-c2nc(-c3ccccn3)no2)cc1[N+](=O)[O-]`?
AmpC inh detg: -2%; TbPYK inhibitor: 0%; Sm TGR inh: inconclusive; HCMV antiviral: 74

What do the screens show for `COc1ccc(CC(=O)N(Cc2ccccc2)c2ccc(C)cc2)cc1OC`?
AmpC inh detg: 3%; AMA1 RON2 block: -2%; TbPYK inhibitor: -7%; LmPK inh: -11%; Sm TGR inh: -8%; AmpC inh no detg: 0%; HCMV antiviral: inconclusive

How did Cc1cc(=O)oc2cc(OCC(=O)Nc3ccc(O)c(C(=O)O)c3)ccc12 do in these assays?
AmpC inh detg: 4%; TbPYK inhibitor: -2%; Sm TGR inh: 5%; HCMV antiviral: 8

How did O=C(CSc1nccn1Cc1ccc2c(c1)OCO2)Nc1ccccc1F do in these assays?
AmpC inh detg: 6%; TbPYK inhibitor: -8%; Sm TGR inh: 15%; HCMV antiviral: inconclusive

How did Cc1cc(C(F)F)n2ncc(C(=O)NCc3ccc(F)cc3)c2n1 do in these assays?
AmpC inh detg: -6%; AMA1 RON2 block: 7%; TbPYK inhibitor: 3%; LmPK inh: -2%; Sm TGR inh: 2%; AmpC inh no detg: -2%; HCMV antiviral: 17

What do the screens show for `COC(=O)CCCC(=O)Nc1ccc(Br)cc1`?
AmpC inh detg: -18%; AMA1 RON2 block: -1%; TbPYK inhibitor: -11%; LmPK inh: -1%; Sm TGR inh: -9%; AmpC inh no detg: -13%; HCMV antiviral: -30

How did CC(C)=C1SC(N2CCN(c3ccc(C)cc3)CC2)=NC1=O do in these assays?
AmpC inh detg: 0%; AMA1 RON2 block: 0%; TbPYK inhibitor: -7%; LmPK inh: -5%; Sm TGR inh: -22%; AmpC inh no detg: -1%; HCMV antiviral: -38

How did CC(C)OCC1CC(CC(=O)Nc2ccc([N+](=O)[O-])cc2)C(=O)O1 (stereo not given) do in these assays?
AmpC inh detg: -8%; AMA1 RON2 block: -28%; TbPYK inhibitor: 0%; LmPK inh: -1%; Sm TGR inh: 45%[activator]; AmpC inh no detg: -10%; HCMV antiviral: inconclusive

What do the screens show for `O=C(O)Cn1c(CCS(=O)(=O)c2ccc(Br)cc2)nc2ccccc21`?
AmpC inh detg: -15%; AMA1 RON2 block: 0%; TbPYK inhibitor: 2%; LmPK inh: 3%; Sm TGR inh: -12%; AmpC inh no detg: -15%; HCMV antiviral: -13

How did Cc1ccc(-c2nn3c(C)nnc3s2)cc1NC(=O)COc1ccc(Cl)cc1 do in these assays?
AmpC inh detg: -10%; AMA1 RON2 block: 0%; TbPYK inhibitor: -3%; LmPK inh: 6%; Sm TGR inh: 10%; AmpC inh no detg: 2%; HCMV antiviral: -38

What do the screens show for `CCOC(=O)C1CCN(C(=O)Cc2c(F)cccc2Cl)CC1`?
AmpC inh detg: -1%; AMA1 RON2 block: -5%; TbPYK inhibitor: 3%; LmPK inh: -12%; Sm TGR inh: 7%; AmpC inh no detg: -13%; HCMV antiviral: 5

Results for NC(=O)COC(=O)c1c2c(nc3ccccc13)CCCCC2 ?
AmpC inh detg: 4%; AMA1 RON2 block: -5%; TbPYK inhibitor: -2%; LmPK inh: -6%; Sm TGR inh: 0%; AmpC inh no detg: -4%; HCMV antiviral: -12

What do the screens show for `Cc1cccc(OCCCn2c(CO)nc3ccccc32)c1`?
AmpC inh detg: 2%; AMA1 RON2 block: -2%; TbPYK inhibitor: 1%; LmPK inh: 0%; Sm TGR inh: 1%; AmpC inh no detg: 57%; HCMV antiviral: -12

What do the screens show for `COc1ccc(Oc2nc(-c3ccccn3)nc3ccccc23)cc1`?
AmpC inh detg: -7%; AMA1 RON2 block: 99%[activator]; TbPYK inhibitor: -1%; LmPK inh: -1%; Sm TGR inh: 12%; AmpC inh no detg: 70%[activator]; HCMV antiviral: -70*

How did COc1ccc([N+](=O)[O-])cc1NC(=O)c1ccc(-n2nc(C)cc2C)cc1 do in these assays?
AmpC inh detg: -14%; AMA1 RON2 block: 11%; TbPYK inhibitor: 3%; LmPK inh: -4%; Sm TGR inh: -1%; AmpC inh no detg: -4%; HCMV antiviral: -37

How did Cc1ccc(S(=O)(=O)Nc2ccccc2C(=O)N2CCCCC2)cc1 do in these assays?
AmpC inh detg: 0%; AMA1 RON2 block: -14%; TbPYK inhibitor: 5%; LmPK inh: -9%; Sm TGR inh: inconclusive; AmpC inh no detg: 3%; HCMV antiviral: 13

How did Cc1[nH]c(=O)c(C#N)cc1-c1ccccc1 do in these assays?
AmpC inh detg: 0%; AMA1 RON2 block: 2%; TbPYK inhibitor: inconclusive; LmPK inh: -7%; Sm TGR inh: 0%; AmpC inh no detg: -10%; HCMV antiviral: 23

Results for COc1cccc(CN2C(=O)C3CCCN3c3ccc(S(=O)(=O)N4CCOCC4)cc32)c1 (stereo not given) ?
AmpC inh detg: 3%; LmPK inh: 1%; Sm TGR inh: -5%; AmpC inh no detg: 15%

How did CCCCNC(=O)C1c2ccccc2OCC(=O)N1C1CC1 (stereo not given) do in these assays?
AMA1 RON2 block: -4%; TbPYK inhibitor: 1%; HCMV antiviral: 14

Quoted at random: two compounds from above.
How did Cc1ccc(-c2nn3c(C)nnc3s2)cc1NC(=O)COc1ccc(Cl)cc1 do in these assays?
AmpC inh detg: -10%; AMA1 RON2 block: 0%; TbPYK inhibitor: -3%; LmPK inh: 6%; Sm TGR inh: 10%; AmpC inh no detg: 2%; HCMV antiviral: -38

What do the screens show for `CCOC(=O)C1CCN(C(=O)Cc2c(F)cccc2Cl)CC1`?
AmpC inh detg: -1%; AMA1 RON2 block: -5%; TbPYK inhibitor: 3%; LmPK inh: -12%; Sm TGR inh: 7%; AmpC inh no detg: -13%; HCMV antiviral: 5

Continuation:
How did CCOC(=O)C1CCN(S(=O)(=O)c2cccc(-c3csc(C)n3)c2)CC1 do in these assays?
AmpC inh detg: inconclusive; AMA1 RON2 block: 3%; TbPYK inhibitor: -4%; LmPK inh: 7%; Sm TGR inh: 13%; AmpC inh no detg: 30%; HCMV antiviral: -27

How did C=CCC(CC=C)(NC(=O)c1ccccc1C(=O)O)c1ccccc1 do in these assays?
AmpC inh detg: inconclusive; AMA1 RON2 block: 6%; TbPYK inhibitor: 8%; LmPK inh: 0%; Sm TGR inh: -7%; AmpC inh no detg: -17%; HCMV antiviral: -1

What do the screens show for `Cc1nnc(-c2ccc(Oc3ccc(Br)cc3)c([N+](=O)[O-])c2)o1`?
AmpC inh detg: -10%; AMA1 RON2 block: -16%; TbPYK inhibitor: 37%; LmPK inh: 2%; Sm TGR inh: -1%; AmpC inh no detg: 17%; HCMV antiviral: -35

What do the screens show for `N#Cc1ccc(COC(=O)c2cc(=O)c3ccccc3o2)cc1`?
AmpC inh detg: 4%; AMA1 RON2 block: 10%; TbPYK inhibitor: -5%; LmPK inh: 4%; Sm TGR inh: -1%; AmpC inh no detg: -13%; HCMV antiviral: 23

What do the screens show for `COc1cccc(-c2csc(/C(C#N)=C/Nc3cc4oc5ccccc5c4cc3OC)n2)c1`?
AmpC inh detg: -14%; AMA1 RON2 block: 9%; TbPYK inhibitor: 3%; LmPK inh: 7%; Sm TGR inh: 2%; AmpC inh no detg: -29%; HCMV antiviral: 6

Results for O=C(C1=NOC(CNc2ncc(C(F)(F)F)cc2Cl)C1)N1CCOCC1 (stereo not given) ?
AmpC inh detg: 0%; AMA1 RON2 block: 5%; TbPYK inhibitor: -1%; LmPK inh: 1%; Sm TGR inh: 17%; AmpC inh no detg: 40%; HCMV antiviral: 8
